INS-1E GSIS act: GLuc luminescence reporter in INS-1E cells, primary screen for activators of glucose-dependent secretion of insulin | 370,000 compounds, 0.61% hits | activation, % at 16.6 µM | INS-1E GLuc reporter insulin secretion, 2-3 h | AID 743287, 2014;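 active = lowest replicate activation of at least 40%, so every replicate reaches that level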;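 note: 0% = median of neutral control wells and 100% = median of IBMX positive control wells; some compounds called inactive have numbers as strong as hits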
CFTR F508del cor: F508del CFTR correction, initial screen, CFBE line, single point; CFBE cells, YFP halide quenching; stimulated with forskolin plus potentiator P3; % fluorescence drop versus neutral controls; activity (quench increase), % at 7.58 µM; 350,000 compounds, 0.36% hits; AID 720511, 2013;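 active = mean added fluorescence quench of at least 8% versus neutral control, with both replicates also reaching 8%; inconclusive = only one of the mean or replicate conditions met; inactive = mean below 8% and not both replicates reaching 8%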;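 note: cells transiently co-express mutant CFTR-F508del with the halide-sensitive YFP; corrector assay measuring rescue of mutant channel to the surface after 24 h compound exposure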
PGC1a acetyl inh: inhibitors of PGC1a acetylation signal, primary screen, cell-based, U2OS, AlphaScreen, inhibitor mode; AlphaScreen anti-acetyl-lysine; with virally co-expressed GCN5 acetyltransferase; AID 651687, 2012; inhibition, % at 15.6 µM; 350,000 compounds, 0.17% hits;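 active = every replicate shows inhibition of at least 40%; inconclusive = mean inhibition at least 40% but some replicate below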;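 note: 0% = neutral control wells and 100% = positive control wells; some results beyond the cut were filed as inactive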
miR122 inh: miR-122 Renilla sensor signal increase in Huh7, primary screen, miR-122 inhibitor project, cell-based, single point, plate reader | activation (reporter increase), % at 12.5 µM | 340,000 compounds, 0.3% hits | AID 602342, 2012 | Huh7 miR-122 Renilla luciferase sensor, 48 h; neutral wells = 0, positive control = 100;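 active = mean replicate activation score at least 90 and every replicate individually at or above 90; inconclusive = only one of the two criteria met; inactive = neither criterion met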;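 note: higher luciferase means less miR-122 activity so hits act as miR-122 inhibitors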
C2C12 statin: suppressors of statin myotoxicity in C2C12 myotubes, primary screen, cell-based, single point, plate reader. 330,000 compounds, 0.78% hits. rescue of ATP level, % at 7.49 µM. C2C12 myotubes + simvastatin, ATP luminescence, 48 h; scaled: DMSO 0, geranylgeraniol control 100;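 active = mean ATP rescue above about 67%, or every replicate alone reaching that limit, limit read from the data, passing the limit was not always enough; inconclusive = no clear call, values can overlap the other calls; inactive = mean under the limit and some replicate under it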;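 note: myotubes were challenged with 10 µM simvastatin during compound exposure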
Cneo AK release: Cryptococcus neoformans cell lysis inducers, primary screen, AK release luminescence, single concentration. C. neoformans lysis, adenylate kinase release luminescence, 4 h; normalised: neutral wells 0, clomiphene wells 100. lysis activity, % at 15 µM. 360,000 compounds, 0.2% hits;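 active = mean lysis activity across replicates of at least 80%, whatever share of replicates individually reach that level; inactive = mean lysis activity below 80%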
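Assay system: Cryptococcus neoformans yeast cells / Dosing: single-point compound dose / Timing: 4 h at 37 °C static, read 1 h later / Measured by: luminescence of released adenylate kinase using an AK detection reagent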
PglD DTNB: C. jejuni PglD acetyltransferase inhibitors, primary screen, biochemical, DTNB colorimetric, single point. purified PglD enzyme, DTNB colorimetric CoA detection. inhibition, % at 12.5 µM. 360,000 compounds, 0.098% hits. AID 602405, 2012; in the data active = inhibition above about 16%, passing the limit was not always enough; inconclusive = no clear call, values can overlap the other calls; note: strong numbers were not always called active
FN deposit inh: inhibitors of fibronectin matrix deposition, primary screen, AH1F cells, Alexa488-fibronectin fluorescence, plate reader. AID 743247, 2014. inhibition, % at 12.6 µM. AH1F fibroblasts, overnight. 350,000 compounds, 0.086% hits;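 active = mean inhibition across replicates of 30% or more, regardless of how many single replicates reach that level; inconclusive = mean under 30% yet at least half of replicates reach 30%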;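 note: positive control wells lacked labelled fibronectin entirely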
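Measured by – fluorescence 485/525 nm · System – AH1F fibroblast monolayer, labelled fibronectin deposition · Amount – 10000 cells per well · Buffer or medium – serum-reduced DMEM (2% serum) · Doses – single dose, pinned · Also added – fluorescent fibronectin at 24 nM final · Schedule – 1 h cell attachment, overnight exposure to compound and label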
* marks the source's active call; other numbers are inactive results; u = inconclusive; x = not tested or not shown; [ ] = another dose, or the depositor's remark. This is a random part of the collection; about 2.1% have a hit in one of these screens.

Preview, five compounds:
no.	Structure	INS-1E GSIS act	CFTR F508del cor	PGC1a acetyl inh	miR122 inh	C2C12 statin	Cneo AK release	PglD DTNB	FN deposit inh
1	COCCn1c(SCC(=O)Nc2ccc(Cl)c(S(=O)(=O)N(C)C)c2)nc2ccccc21	x	x	-29	3	-4	-1	3	11
2	COCCNC(=O)c1noc2c1CCc1cc(OC)ccc1-2	x	x	-2	-3	7	-1	-7	x
3	CC(C)NC(=O)N(C)C[C@H]1OCCCC[C@@H](C)Oc2ccc(NS(C)(=O)=O)cc2C(=O)N([C@@H](C)CO)C[C@@H]1C	-3	-1.2	1	-1[16.7 µM]	x	0	2	x
4	Cc1c(Cl)cccc1NS(=O)(=O)c1cn(C)c(=O)n(C)c1=O	-2	-3.8	5	-6	5	0	0	0
5	Cc1ccc(C(=O)CC(=O)c2ccc(C)cc2O)cc1	17	-6.3	x	-4	1	2	2	-1

The list itself, from the start:
no.	Structure	INS-1E GSIS act	CFTR F508del cor	PGC1a acetyl inh	miR122 inh	C2C12 statin	Cneo AK release	PglD DTNB	FN deposit inh
1	COCCn1c(SCC(=O)Nc2ccc(Cl)c(S(=O)(=O)N(C)C)c2)nc2ccccc21	x	x	-29	3	-4	-1	3	11
2	COCCNC(=O)c1noc2c1CCc1cc(OC)ccc1-2	x	x	-2	-3	7	-1	-7	x
3	CC(C)NC(=O)N(C)C[C@H]1OCCCC[C@@H](C)Oc2ccc(NS(C)(=O)=O)cc2C(=O)N([C@@H](C)CO)C[C@@H]1C	-3	-1.2	1	-1[16.7 µM]	x	0	2	x
4	Cc1c(Cl)cccc1NS(=O)(=O)c1cn(C)c(=O)n(C)c1=O	-2	-3.8	5	-6	5	0	0	0
5	Cc1ccc(C(=O)CC(=O)c2ccc(C)cc2O)cc1	17	-6.3	x	-4	1	2	2	-1
6	Cc1cccc(S(=O)(=O)N2CCCCN3[C@H](C2)[C@H](c2ccc(C#CC4CC4)cc2)[C@@H]3CO)c1	1	-8.8	4	5[16.7 µM]	x	2	-3	x
7	CCn1c(COc2cccc(C)c2C)nnc1SCC(=O)Nc1cc(C)on1	7	-4.2	4	-2	x	x	x	-6
8	O=C(NC1CCCc2ccccc21)c1ccccc1OC(F)F (stereo not drawn)	6	-3.0	2	-3	61	-5	6	-3
9	CCOc1ccc(Cn2c(SCCCCC#N)nc3c2c(=O)n(C)c(=O)n3C)cc1OCC	x	x	0	-2	0	3	3	9
10	C=CCOc1nc2c(c(=O)n(C)c(=O)n2C)n1Cc1c(Cl)cccc1Cl	-12	x	x	x	7	4	-4	x
11	c1ccc(-c2nnc3ccc(N4CCCC4)nn23)cc1	11	-5.1	-2	-2	18	0	7	4
12	COC(CNC(=O)CCCn1nnnc1CN1CCOCC1)c1cccs1 (stereo not drawn)	2	-1.5	-11	-3	1	-5	6	-5
13	O=C(C[C@H]1CC[C@@H](NC(=O)Nc2ccc3c(c2)OCO3)[C@H](CO)O1)NCc1ccc(Cl)cc1	9	1.9	-12	x	13	54	0	10
14	C[C@H]1CN([C@@H](C)CO)C(=O)CCCn2cc(nn2)CO[C@H]1CN(C)S(=O)(=O)c1ccc(-n2cccn2)cc1	21	-0.7	6	x	x	x	x	-3
15	CCN1CCCC1CNC(=O)c1ccc2c(c1)NC(=O)/C(=C\c1ccc(C)cc1)S2 (stereo not drawn)	-19	2.7	-8	6	2	0	-4	0
16	Oc1ccccc1C1N=C(c2ccccc2)NC(c2ccccc2)=N1	x	x	x	-4	-1	6	-2	-4
17	CC12CN3CCN(CC(C3)C1(O)CN1CCOCC1)C2 (stereo not drawn)	x	x	1	0	32	-2	0	x
18	CNC(=O)C[C@H]1CC[C@@H]2[C@H](COC[C@H](O)CN2C(=O)Nc2cccc(OC)c2)O1	7	-3.2	10	-1[16.7 µM]	2	0	-2	-4
19	O=C(NCCc1c[nH]c2ccccc12)c1ccc(Cl)cc1	-13	0.6	-5	-9	-8	-2	6	4
20	Cc1ccc(C(=O)OCC(=O)NNC(=O)c2cccs2)c(O)c1	26	-4.6	1	-2	-3	-2	0	6
21	CC(C)NC(=O)N(C)C[C@H]1Oc2cc(-c3ccccc3)ccc2S(=O)(=O)N([C@@H](C)CO)C[C@H]1C	-8	0.1	-2	-16[16.7 µM]	x	6	-2	x
22	C[C@H]1CN([C@@H](C)CO)C(=O)c2cccc(NC(=O)Nc3cccc4ccccc34)c2O[C@@H]1CN(C)C(=O)Nc1ccc2c(c1)OCO2	-19	-2.9	-9	-2[16.7 µM]	x	-11	-3	10
23	C/C=C/c1ccc(Oc2nnnn2-c2ccc(C(=O)O)cc2)c(OC)c1	x	x	5	-17	-8	-1	4	3
24	Cn1c(CN2CCOCC2)nnc1SCC(=O)Nc1cc(Cl)ccc1Cl	-4	-2.9	x	4	19	0	-4	-2
25	CC1CN(Cc2ccco2)C(=S)N(c2ccccc2)C1=O (stereo not drawn)	11	1.9	20	1	5	x	x	-6
26	Cc1ccc(S(=O)(=O)N[C@@H]2CC[C@H](CCn3cc(C4CCCCC4)nn3)O[C@@H]2CO)cc1	-6	-0.5	4	x	10	-4	-2	8
27	CCOC(=O)c1ccc(Oc2nc(N(C)C)nc(N(C)C)n2)cc1	x	x	-8	3	-10	5	0	-7
28	O=C(OCN1C(=O)C(=O)c2ccccc21)c1ccc(Cl)cc1	1	-0.5	5	3	10	-2	6	-4
29	CCc1noc(C)c1C(=O)N1CCCC(C(=O)c2cc(F)ccc2OC)C1 (stereo not drawn)	8	3.5	-1	-3	5	x	x	1
30	COc1ccc(C2=NS(=O)(=O)N(C)C(C(=O)NCc3ccccn3)=C2)cc1OC	30	0.6	3	-6	2	-3	3	-3

Limited to CFTR F508del cor, FN deposit inh and INS-1E GSIS act (5 entries from above):
| entry | Molecule | CFTR F508del cor | FN deposit inh | INS-1E GSIS act |
| --- | --- | --- | --- | --- |
| 21 | CC(C)NC(=O)N(C)C[C@H]1Oc2cc(-c3ccccc3)ccc2S(=O)(=O)N([C@@H](C)CO)C[C@H]1C | 0.1 | x | -8 |
| 22 | C[C@H]1CN([C@@H](C)CO)C(=O)c2cccc(NC(=O)Nc3cccc4ccccc34)c2O[C@@H]1CN(C)C(=O)Nc1ccc2c(c1)OCO2 | -2.9 | 10 | -19 |
| 23 | C/C=C/c1ccc(Oc2nnnn2-c2ccc(C(=O)O)cc2)c(OC)c1 | x | 3 | x |
| 24 | Cn1c(CN2CCOCC2)nnc1SCC(=O)Nc1cc(Cl)ccc1Cl | -2.9 | -2 | -4 |
| 25 | CC1CN(Cc2ccco2)C(=S)N(c2ccccc2)C1=O (stereo not drawn) | 1.9 | -6 | 11 |

Part of the list above, with two lines to a compound.
Value order: INS-1E GSIS act, CFTR F508del cor, PGC1a acetyl inh, miR122 inh, C2C12 statin, Cneo AK release, PglD DTNB, FN deposit inh
19	O=C(NCCc1c[nH]c2ccccc12)c1ccc(Cl)cc1
→ -13, 0.6, -5, -9, -8, -2, 6, 4
20	Cc1ccc(C(=O)OCC(=O)NNC(=O)c2cccs2)c(O)c1
→ 26, -4.6, 1, -2, -3, -2, 0, 6
21	CC(C)NC(=O)N(C)C[C@H]1Oc2cc(-c3ccccc3)ccc2S(=O)(=O)N([C@@H](C)CO)C[C@H]1C
→ -8, 0.1, -2, -16[16.7 µM], x, 6, -2, x

Continuation:
no.	Structure	INS-1E GSIS act	CFTR F508del cor	PGC1a acetyl inh	miR122 inh	C2C12 statin	Cneo AK release	PglD DTNB	FN deposit inh
31	COCCC1CCCCN1C(=O)c1cc(COc2ccc(-n3cncn3)cc2)on1 (stereo not drawn)	-42	-2.3	x	0	-13	-1	1	-2
32	Cc1ccc(S(=O)(=O)NC(=NC(Cc2ccccc2)C(=O)O)c2ccccc2)cc1 (stereo not drawn)	19	1.3	-5	0	-62	0	4	-1
33	O=C(COc1ccccc1)Nc1nc2cc3c(cc2s1)OCO3	-3	0.8	1	1	1	-1	-2	x
34	CN(CCCC(=O)Nc1ccc(OC(F)F)cc1)S(=O)(=O)c1ccc(F)cc1	-13	-0.1	10	3	-5	-1	-1	3
35	O=C(NN=CC=Cc1ccccc1)C(O)C(O)C(=O)NN=CC=Cc1ccccc1 (stereo not drawn)	5	3.4	2	-3	6	x	x	-1
36	O=C(Nc1ccc(Cl)cc1)N1C[C@H]2[C@@H](c3ccccc31)[C@H](CO)N2C(=O)C1CC1	-17	0.7	14	-14[16.7 µM]	-4	-4	2	x
37	C[C@H]1CN=C(Nc2ccccc2)N1CCC1CCCC1	7	-0.3	-3	1	-6	-3	-2	-5
38	O=C1c2cccc3c([N+](=O)[O-])ccc(c23)C(=O)N1Cc1cccnc1	7	33*	18	x	x	x	x	-13
39	Cc1ccc(CCNC(=O)C2CCC(=O)N(Cc3cccc(F)c3)C2)cc1 (stereo not drawn)	-18	0.8	x	2	4	0	-3	3
40	COc1ccc(-c2noc(CCC(=O)NC3CCCC3)n2)cc1	4	1.4	-8	x	5	-2	-7	-4
41	C[C@@H]1CN([C@H](C)CO)C(=O)c2cc(C3=CCCCC3)cnc2O[C@@H]1CN(C)C(=O)Nc1ccc(F)cc1	-20	1.8	x	-9[16.7 µM]	u	0	-2	-3
42	N#Cc1c(NC(=O)CCCl)sc2c1CCCCC2	-4	6.2	0	x	x	x	x	13
43	O=C(c1ccc(S(=O)(=O)Nc2cccc(C(F)(F)F)c2)cc1)N1CCOCC1	-6	-1.9	9	-7	2	-1	1	x
44	CCN1C(=NCCc2c[nH]c3ccccc23)N[C@@H](c2ccccc2)[C@H](C(=O)OC)[C@H]1C	15	4.3	4	9	0	3	1	-10
45	CCN(Cc1ccccc1)C(=O)c1ccc(NC(=O)c2ccc(OC)cc2)cc1	-34	0.1	x	x	x	11	-3	x
46	O=C(NCc1cccc(C(F)(F)F)c1)c1ccc2c(c1)OCCO2	-22	2.4	x	x	12	-1	8	6
47	C[C@H]1CN([C@@H](C)CO)C(=O)c2cc(C#CCN(C)C)cnc2O[C@@H]1CN(C)C(=O)c1ccc(F)cc1	25	0.8	3	-5[16.7 µM]	-5	54	-3	x
48	CCCCN(CCCC)CCNC(=O)c1ccc2nc(-c3ccccc3NC(C)=O)c(=O)[nH]c2c1	17	-0.3	u	x	-1	1	-3	2
49	COC(=O)C1=C(C)N=C2SCCC(=O)N2C1/C=C/c1ccccc1 (stereo not drawn)	x	x	-9	3	19	0	2	x
50	N#C/C(=C\c1ccccc1)C(=O)NCc1ccc(F)cc1	-22	-2.8	-1	-1	28	-4	6	-1
51	O=C(COC(=O)Cn1nnc(-c2ccccc2)n1)Nc1ccccc1Br	-4	-5.5	3	4	100*	-1	-1	-1
52	Cc1ccc(OCCCC(=O)NC(C)c2ccccc2)c(C)c1 (stereo not drawn)	-3	-1.3	3	7	15	4	2	-7
